aSyn 5UTR inh = 5' untranslated region of α-synuclein, MLPCN primary screen; 300,000 tested, 0.82% active; AID 1813; inhibition, % (tested at 7.5 µM); alpha-synuclein 5'UTR reporter, inhibitor activity; in the data active = inhibition above about 60%;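 note: H4 neuroglioblastoma cells stably carrying SNCA 5'UTR luciferase fusion; 0% = DMSO wells and 100% = positive control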
TRPC4 inh = blocks the mouse TRPC4 cation channel | Q9QUQ5 | HEK293 TRPC4beta/mu-opioid, DAMGO-evoked Fluo4 calcium flux; active compounds read low | B-score at 10 µM | 300,000 tested, 0.39% active;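 active = B-score over 3 SD under the library average, no early fluorescence shift, positive overall ratio signal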
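Material: HEK293 cells with stable TRPC4beta plus mu-opioid receptor expression; probe or stimulus: DAMGO in two steps, submaximal then maximal; technique: Fluo4 calcium fluorescence by kinetic imaging, 5 s 1 Hz baseline; measure: integrated fluorescence ratio relative to baseline, converted to per-well B score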
TRPC4 PAM = TRPC4 (mouse) allosteric potentiation | 310,000 tested, 0.42% active | B-score at 10 µM | HEK293 TRPC4beta/mu-opioid, DAMGO EC20, Fluo-4 Ca2+ flux; active compounds read high | Q9QUQ5;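 active = B-score of calcium response area above 5 SD of library B-scores, with initial fluorescence ratio within 5 SD of library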;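 note: B-score of integrated fluorescence ratio over time as area under calcium response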
TRPC4 act = TRPC4 (mouse) channel activation | Q9QUQ5 | HEK293 TRPC4beta/mu-opioid, Fluo4 calcium fluorescence; active compounds read high | B-score at 10 µM | 310,000 tested, 0.49% active | AID 2237;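 active = B-score above 5 SD of library B-scores, and initial fluorescence ratio not above library mean plus 5 SD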;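 note: positive B-score marks a calcium rise read as TRPC4 activation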
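Assay system – TRPC4beta and mu-opioid receptor HEK293 stable cells · Measured by – Fluo4 fluorescence, kinetic · Schedule – dye loading 45 min room temperature, 110 s kinetic read · Read-out – B-scored integrated calcium fluorescence ratio · Controls – buffer and maximal DAMGO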
TRPC6 activator = activates the mouse TRPC6 cation channel. AID 2550. 310,000 tested, 0.13% active. HEK293-TRPC6 membrane potential dye fluorescence; active compounds read high. Q61143. B-score at 10 µM;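 active = B-score of the integrated fluorescence ratio above library mean plus 3 SD, and starting fluorescence ratio within library mean plus 5 SD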;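 note: higher score means more depolarization so channel activation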
Target sequence (Q61143 whole entry, looked up): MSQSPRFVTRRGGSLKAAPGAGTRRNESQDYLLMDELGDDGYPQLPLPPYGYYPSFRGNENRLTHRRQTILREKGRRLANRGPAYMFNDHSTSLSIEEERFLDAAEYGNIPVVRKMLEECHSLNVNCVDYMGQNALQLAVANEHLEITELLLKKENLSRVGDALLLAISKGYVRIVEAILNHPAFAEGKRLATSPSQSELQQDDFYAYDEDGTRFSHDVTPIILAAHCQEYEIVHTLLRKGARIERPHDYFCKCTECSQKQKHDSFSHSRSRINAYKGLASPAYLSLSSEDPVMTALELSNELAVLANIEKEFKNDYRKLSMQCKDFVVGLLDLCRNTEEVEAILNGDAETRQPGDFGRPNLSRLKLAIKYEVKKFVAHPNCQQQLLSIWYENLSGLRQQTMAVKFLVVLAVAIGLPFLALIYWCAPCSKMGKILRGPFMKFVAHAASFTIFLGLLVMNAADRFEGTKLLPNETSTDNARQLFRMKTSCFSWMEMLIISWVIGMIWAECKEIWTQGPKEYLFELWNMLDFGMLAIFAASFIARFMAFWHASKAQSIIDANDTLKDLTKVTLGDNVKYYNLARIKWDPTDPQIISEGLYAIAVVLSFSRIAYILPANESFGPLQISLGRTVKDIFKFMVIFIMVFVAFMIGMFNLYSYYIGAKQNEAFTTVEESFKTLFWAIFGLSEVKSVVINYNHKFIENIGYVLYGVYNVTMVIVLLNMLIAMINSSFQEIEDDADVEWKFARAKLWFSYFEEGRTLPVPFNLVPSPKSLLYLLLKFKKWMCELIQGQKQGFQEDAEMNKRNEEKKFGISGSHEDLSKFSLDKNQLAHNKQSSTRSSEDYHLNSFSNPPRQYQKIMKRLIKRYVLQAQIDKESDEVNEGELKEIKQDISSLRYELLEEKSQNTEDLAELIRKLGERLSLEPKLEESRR
SKKanGAS inh = inhibitors of SKKanGAS S. pyogenes growth in kanamycin (SK-promoter or general growth effect); BacTiter-Glo, 6 h; inhibition, % at 7.5 µM; 300,000 tested, 1.3% active; AID 1662;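 active = mean replicate score, as percent of positive control median, at least 50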;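 note: strain carries kanamycin resistance gene driven by streptokinase promoter and grows in 40 µg/ml kanamycin; loss of luminescence reflects streptokinase promoter inhibition or plain growth inhibition; 0% = median of DMSO wells and 100% = positive control at its reference dose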
IEC-6 tox = IEC-6 cytotoxicity, counter-screen for KLF5 inhibitors | 290,000 tested, 0.78% active | inhibition, % at 5 µM | AID 1825 | luminescence viability; in the data active = inhibition above about 22%;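 note: 0% = plate median of test compound wells and 100% = cytotoxic reference compound wells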
KLF5 inhibitor = suppresses KLF5 promoter-driven expression; DLD-1 KLF5 promoter-luciferase reporter, luminescence; 290,000 tested, 0.23% active; inhibition, % at 5 µM; AID 1700;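 active = inhibition above a per-plate limit of that plate's mean compound inhibition plus 3 SD, cut at about 60% in these data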;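 note: 0% = DMSO wells and 100% = LY294002 at 200 µM; higher means less KLF5 promoter-driven luciferase light; inactives centre near -14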
MrgX1 antagonist = blocks BAM8-22 activation of human MrgX1 receptor; Q96LB2; MRGX1-HEK293 calcium flux, Fluo-4, BAM8-22 antagonism; active compounds read low; B-score at 10 µM; 310,000 tested, 1.3% active;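 active = calcium-response B-score plate-corrected more than 3 library SD below zero, starting fluorescence within 5 deviations, no agonist response on first addition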;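 note: peak minus trough fluorescence over baseline after final BAM8-22 challenge near maximal dose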
TRPC6 inhibitor = mouse TRPC6 channel inhibition. Q61143. HEK293-TRPC6, membrane potential dye, ACh-evoked depolarization; active compounds read low. B-score at 10 µM. 310,000 tested, 1.1% active. AID 2553;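 active = B-score under library mean minus 3 SD, initial fluorescence not abnormally high, positive integrated signal ratio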;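 note: B-score derived from integrated fluorescence ratio over the kinetic read; more negative B-score means stronger inhibition of depolarization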
HIF activator = HIF pathway transcriptional activation. U2OS HRE-luciferase reporter, luminescence; normalized: DMSO 0%, desferrioxamine 100%. activation, % at 7.5 µM (by protocol). 300,000 tested, 0.32% active;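 active = mean activation of at least 10% of the iron chelator positive control signal, with at least half of replicates also reaching 10%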
* = called active by the depositor; i = inactive; · = not tested or not shown.

Each structure is followed by: aSyn 5UTR inh	TRPC4 inh	TRPC4 PAM	TRPC4 act	TRPC6 activator	SKKanGAS inh	IEC-6 tox	KLF5 inhibitor	MrgX1 antagonist	TRPC6 inhibitor	HIF activator
1: COc1ccc(S(=O)(=O)N2CCCCCC2)cc1C(=O)N(C)CC(=O)Nc1ccccc1Br
 : 0	i	i	i	i	-8	·	·	i	i	-0.7
2: COc1ccc(-n2c(SCC(=O)/C(C#N)=C(\C)N)nc3ccccc3c2=O)cc1OC
 : 6	i	i	i	i	-2	-2	-4	i	i	-0.3
3: COC(=O)c1ccc(Nc2nc(N3CCOCC3)nc(N3CCOCC3)n2)cc1
 : -1	i	i	i	i	-1	-9	-16	i	i	-0.2
4: COC(=O)c1ccc(COc2cccc3c2OC(C)(C)C3)cc1
 : -12	i	i	i	i	4	14	0	i	i	-0.2
5: Cc1ccc(CSCc2ccc(C(=O)NCC3CCCO3)o2)cc1 (stereo not drawn)
 : -25	i	i	i	i	0	-3	-3	i	i	-0.2
6: COc1ccc(CCNC(=O)c2nnc(Cc3ccc(Cl)cc3)o2)cc1OC
 : 11	i	i	i	i	-11	-3	-8	i	i	-0.1
7: COc1ccccc1Nc1nc2nonc2nc1N1CCCCC1C (stereo not drawn)
 : -3	i	i	i	i	-2	0	-26	i	i	-0.4
8: O=C(Nc1ccc(OC(F)F)c(Cl)c1)[C@@H]1CCCN1C(=O)c1cccs1
 : 8	i	i	i	i	-2	5	-12	i	i	-0.4
9: COc1ccccc1CNC(=O)c1ccc(CNc2c(N3CCCC3)c(=O)c2=O)cc1
 : -5	i	i	i	i	6	0	3	i	i	-0.4
10: OCCC1CN(Cc2c(O)ccc3ccccc23)CCN1CCc1ccccc1 (stereo not drawn)
 : -24	i	i	i	i	0	4	-9	i	i	3.4
11: O=C(CCC(=O)N/N=C/c1ccccc1O)NCc1ccccc1
 : -19	i	i	i	i	8	-8	-20	i	i	-2.6
12: Cc1ccc(S(=O)(=O)N(Cc2ccccc2)Cc2ccco2)cc1
 : 8	i	14*	i	i	12	3	17	i	i	-0.3
13: Cc1csc(SCC(=O)Nc2ccccn2)n1
 : -40	i	i	i	i	-3	4	-41	i	i	1.7
14: CC(C)(C)NC(=O)c1cc(Cl)ccc1[N+](=O)[O-]
 : -6	i	i	i	i	-8	0	-9	i	i	-0.3
15: S=C(NCc1cccnc1)c1ccccc1
 : 3	i	i	i	i	-3	6	-8	i	i	1.5
16: CCN(CC)C(=O)C(=O)c1c(-c2ccccc2)[nH]c2ccccc12
 : 12	i	i	i	i	-3	-6	-13	i	i	-0.3
17: O=C([O-])c1cc(-c2ccccc2)cc(-c2ccccc2)[n+]1Cc1ccccc1
 : -10	i	i	i	i	2	·	·	i	-5.4*	-0.7
18: COc1ccc(/C=C/C(=O)OCC(=O)c2c(N)n(C)c(=O)n(C)c2=O)c(OC)c1
 : -5	i	i	i	i	3	3	-32	i	i	0.6
19: Cc1ccc(OCCC(=O)OCC(=O)Nc2cc(C)cc(C)c2)cc1
 : 4	i	i	i	i	-14	4	-21	i	i	-0.7
20: Cc1[nH]c2ccccc2c1/C=N\NC(=O)CNc1ccc2c(c1)OCO2
 : -32	i	i	i	i	7	-1	-26	i	i	0.5
21: COc1ccc(N2C(=O)c3ccccc3NC2c2cccnc2)cc1 (stereo not drawn)
 : -37	i	i	i	i	3	0	-10	i	i	-0.2
22: COc1cc(/C=C/CN2CCN(CCC(C)C)C(CCO)C2)ccc1O (stereo not drawn)
 : -2	i	i	i	i	14	4	-6	i	i	0.4
23: O=C(Nc1nnc(C2CC2)s1)C1=NN(C2CCS(=O)(=O)C2)C(=O)CC1 (stereo not drawn)
 : 9	i	i	i	i	0	-4	-7	i	i	-0.3
24: N#CN=C1CCCCCN1CC(N)=O
 : 29	i	i	i	i	1	-3	-32	i	i	-0.2
25: S=C(Nc1ccccc1Cl)NC1CCCCCC1
 : -21	i	i	i	i	1	1	-24	i	i	2.0
26: COC(=O)c1ccc(CNC(=O)COC(=O)CCC2CCCC2)cc1
 : 20	i	i	i	i	-9	-3	-25	i	i	0.4
27: COc1cc2c(cc1OC)CN(C(=O)c1ccc(OC)c(S(=O)(=O)N3CCOCC3)c1)CC2
 : -17	i	i	i	i	4	0	-34	-5.1*	i	0.5
28: Cc1ccc(-c2nn(C)c(=O)c3ccccc23)cc1CNC(=O)CN1CCOCC1
 : 3	i	i	i	i	-10	-5	-20	i	i	-0.3
29: CCOC(=O)CN1CC23C=CC(O2)C(C(=O)Nc2ccc(OC)cc2OC)C3C1=O (stereo not drawn)
 : -1	i	i	i	i	-3	-2	8	i	i	0.1
30: CC(=O)c1c(C)[nH]c(C(=O)Nc2cccc(S(=O)(=O)N3CCOCC3)c2)c1C
 : -6	i	i	i	i	8	1	-27	i	i	0.1

(further entries)
Each structure is followed by: aSyn 5UTR inh	TRPC4 inh	TRPC4 PAM	TRPC4 act	TRPC6 activator	SKKanGAS inh	IEC-6 tox	KLF5 inhibitor	MrgX1 antagonist	TRPC6 inhibitor	HIF activator
31: C/C(=N\NC(=O)C(=O)Nc1cccc(Cl)c1C)c1ccncc1
 : 26	i	i	i	i	5	-1	-36	i	i	-0.9
32: Cc1cc2c(c(SCC(=O)Nc3ccc(C)c(C)c3)n1)C(=O)OC2
 : 19	i	i	i	i	0	0	-31	i	i	0.1
33: CC(=O)N1CCN(S(=O)(=O)c2cccc(C(=O)OCN3C(=O)c4ccccc4C3=O)c2)CC1
 : 12	i	i	i	i	-7	-5	-10	i	i	0.1
34: CCC(CC)NC(=O)Cc1ccccc1OC
 : -3	i	i	i	i	5	-2	3	i	i	0.1
35: Cc1ccc(-c2cc(=O)c3cc(F)ccc3[nH]2)cc1
 : -41	i	i	i	i	3	-6	-22	i	i	2.4
36: COc1cc2ncnc(NCc3ccccc3C)c2cc1OC
 : -1	i	i	i	i	-2	25*	23	i	i	0.5
37: CCCc1cc(C(=O)N2CCN(c3ccccc3C)CC2)cs1
 : 13	i	i	i	i	4	-1	-11	i	i	-0.1
38: COC(=O)/C=C1/SC(=NC(=O)c2cccc([N+](=O)[O-])c2)NC1=O
 : -11	i	i	i	i	2	-3	8	i	i	-0.6
39: Cc1sc2c(c1C)c(=O)n(-c1ccccc1)c1nncn21
 : 8	i	i	i	i	8	5	-19	i	i	-0.2
40: CCn1ncc(C(=O)Nc2cccc(Cl)c2)c1C
 : -207	i	i	i	i	-10	-9	-28	i	i	2.1
41: Cn1cc(S(=O)(=O)Nc2ccc(OC(F)(F)F)cc2)c(=O)n(C)c1=O
 : 4	i	i	i	i	-18	8	-2	i	i	-0.2
42: COCCN(C(=O)CNC(=O)c1ccco1)C(C(=O)NC1CCCC1)c1ccccc1F (stereo not drawn)
 : 9	i	i	i	i	22	3	-21	i	i	0.0
43: Cc1cc(C)n(/N=C/c2c[nH]c3ccccc23)c(=O)c1
 : -33	i	i	i	i	5	1	-35	i	i	-0.2
44: CCOc1ccc(C(=O)Nc2cccc(NC(=O)c3cccs3)c2)cc1[N+](=O)[O-]
 : -7	i	i	i	i	12	5	-14	·	i	0.2
45: COc1ccc(CNC(=O)C2Cc3ccccc3CN2C(=O)c2ccco2)cc1 (stereo not drawn)
 : -58	i	i	i	i	-2	-4	-35	i	i	-0.8
46: CCOc1ccc(/C=N/n2cc(-c3ccccc3)[nH]c2=S)cc1
 : -65	i	i	i	i	16	-1	-30	i	i	3.0
47: COC(=O)c1ccc(C(=O)OC)c(NC(=O)C(C)(C)C)c1
 : 5	i	i	i	i	-12	2	2	i	i	-0.6
48: COc1ccc(C(=O)N/C(=C\c2cn(S(=O)(=O)N(C)C)c3ccccc23)C(=O)NCCCn2ccnc2)cc1
 : 7	i	i	i	i	1	4	-31	i	i	0.1
49: O=C(Nc1ccc2c(c1)OCCO2)c1oc2ccccc2c1NC(=O)C1CC1
 : -33	i	i	i	i	-8	-12	-2	i	i	0.6
50: COc1ccc2c(CC(=O)N(C)CC3COc4ccccc4O3)coc2c1 (stereo not drawn)
 : 6	i	i	i	i	3	-8	-22	i	i	0.1
51: CCOc1ccc(NC(=O)CSc2nncn2C)cc1
 : -11	i	i	i	i	1	-2	-28	i	i	0.2
52: CC(=O)N(C)c1ccc(N=Nc2c(C)[nH]n(-c3ccccc3)c2=O)cc1
 : -3	i	i	i	i	-6	-5	-14	i	i	-0.4
53: Cc1cccc(C)c1NC(=O)N1CC(C)OC(C)C1 (stereo not drawn)
 : 15	i	i	i	i	-3	-8	-20	i	i	-6.8
54: Cc1cccnc1NC(=O)c1sc2ccccc2c1Cl
 : -70	i	i	i	i	-4	3	-164	i	i	3.0
55: NS(=O)(=O)c1cccc(NC(=O)CNC(=O)CC23CC4CC(CC(C4)C2)C3)c1
 : -12	i	i	i	i	-5	4	30	i	i	0.3
56: CCc1ccc2c(c1)C(c1ccc([N+](=O)[O-])cc1)=NNC(c1ccc(Br)cc1)=N2
 : 18	i	i	i	i	32	-1	-6	i	i	0.5
57: CC(=O)Nc1cccc(-c2nnc(SCC(=O)n3c4c(c5ccccc53)CCCC4)n2C)c1
 : 20	i	i	i	i	-9	-3	-29	i	i	0.0
58: COCc1cc(/C=N\NC(=O)COc2ccc(Cl)cc2)ccc1OC
 : 0	i	i	i	i	7	-5	-46	i	i	-0.3
59: COc1ccc(S(=O)(=O)NCc2cc(=O)n(C)c(=O)n2C)cc1F
 : -3	i	i	i	i	-1	1	-3	i	i	-0.5
60: COc1cc(C(=O)Nc2ccc(S(=O)(=O)N3CCc4ccccc43)cc2)cc(OC)c1OC
 : 12	i	i	i	i	15	4	-14	i	i	-0.6

Five neighbouring compounds out of the list so far, for reference:
Each structure is followed by: aSyn 5UTR inh	TRPC4 inh	TRPC4 PAM	TRPC4 act	TRPC6 activator	SKKanGAS inh	IEC-6 tox	KLF5 inhibitor	MrgX1 antagonist	TRPC6 inhibitor	HIF activator
31: C/C(=N\NC(=O)C(=O)Nc1cccc(Cl)c1C)c1ccncc1
 : 26	i	i	i	i	5	-1	-36	i	i	-0.9
32: Cc1cc2c(c(SCC(=O)Nc3ccc(C)c(C)c3)n1)C(=O)OC2
 : 19	i	i	i	i	0	0	-31	i	i	0.1
33: CC(=O)N1CCN(S(=O)(=O)c2cccc(C(=O)OCN3C(=O)c4ccccc4C3=O)c2)CC1
 : 12	i	i	i	i	-7	-5	-10	i	i	0.1
34: CCC(CC)NC(=O)Cc1ccccc1OC
 : -3	i	i	i	i	5	-2	3	i	i	0.1
35: Cc1ccc(-c2cc(=O)c3cc(F)ccc3[nH]2)cc1
 : -41	i	i	i	i	3	-6	-22	i	i	2.4

Screening results as filed in PubChem BioAssay.
